Rpn11 block – Rpn11 (PSMD14) deubiquitinase inhibitors, primary screen, biochemical, fluorescence polarization, uHTS; human 26S proteasome, Ub4-pepOG fluorescence polarization; 20S core pre-blocked with epoxomicin; AID 588493, 2011; calls only at 20 µM; 360,000 tested, 0.59% active; 26S proteasome non-ATPase regulatory subunit 14 (Homo sapiens), O00487;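 active means inhibition at 20 µM, scaled to each plate's controls, above about 33%, limit read from the data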
Target sequence (O00487 whole entry, looked up): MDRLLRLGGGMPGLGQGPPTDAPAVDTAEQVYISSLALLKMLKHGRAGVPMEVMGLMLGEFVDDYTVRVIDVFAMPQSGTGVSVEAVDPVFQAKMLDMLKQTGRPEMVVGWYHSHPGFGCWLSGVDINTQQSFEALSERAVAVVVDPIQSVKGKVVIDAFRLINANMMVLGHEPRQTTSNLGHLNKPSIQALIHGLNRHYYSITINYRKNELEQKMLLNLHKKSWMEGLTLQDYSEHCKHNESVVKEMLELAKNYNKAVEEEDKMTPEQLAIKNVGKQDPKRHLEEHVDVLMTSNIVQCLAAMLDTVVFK
LMPTP block – LMPTP phosphatase inhibitors, primary screen, biochemical, fluorescence intensity, uHTS. Low molecular weight phosphotyrosine protein phosphatase (Homo sapiens), P24666. recombinant LMPTP-A, OMFP fluorogenic substrate. inhibition, % at 20 µM. 360,000 tested, 0.22% active. AID 651560, 2012;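 active means compounds that cut the enzyme signal by at least half of the control window in the single-dose screen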;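 further: plate controls were DMSO wells with enzyme plus substrate for no effect and substrate without enzyme for full effect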
Target sequence (P24666 whole entry, looked up): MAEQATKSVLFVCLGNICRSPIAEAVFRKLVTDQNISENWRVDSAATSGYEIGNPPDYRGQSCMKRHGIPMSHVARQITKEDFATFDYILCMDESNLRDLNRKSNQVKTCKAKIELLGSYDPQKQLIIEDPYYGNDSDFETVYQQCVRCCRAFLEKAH
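material = LMPTP-A | quantity = 0.625 nM enzyme | reagent = OMFP substrate, 400 µM final | buffer or medium = Bis-Tris pH 6.0, DTT, detergent | detection = endpoint fluorescence intensity from OMFP dephosphorylation | dosing = single 20 µM dose | read-out basis = % inhibition relative to no-enzyme and uninhibited control wells | control set = no-enzyme and uninhibited controls | timing = 50 min at room temperature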
DNMT1 inh – human DNMT1 methyltransferase inhibitors, primary screen, biochemical, molecular beacon, fluorescence, HinP1I cleavage, uHTS; DNA (cytosine-5)-methyltransferase 1 (Homo sapiens), P26358; inhibition (reported as % activation of signal), % at 10 µM; 360,000 tested, 0.83% active; AID 588458, 2011; in the data active means inhibition above about 50%
TbMetRS inhib – T. brucei MetRS inhibitors, primary screen, biochemical, luminescence; methionyl-tRNA synthetase (Trypanosoma brucei brucei); purified T. brucei MetRS, ATP depletion, Kinase-Glo luminescence; inhibition, % at 11.9 µM; 360,000 tested, 0.4% active;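 active means inhibition above a per-plate cutoff of the control wells' mean inhibition plus 3 SD, cut at about 5.5% in these data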;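 further: 0% = DMSO wells median and 100% = median of wells with control inhibitor compound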
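technique = Kinase-Glo luminescence, ATP depletion format | system = purified MetRS (methionyl-tRNA synthetase) enzyme from Trypanosoma brucei | timing = 15 min preincubation, 2 h reaction, all 25 °C | evaluation = percent inhibition versus plate control medians | dosing = single dose, 11.9 µM final nominal, 0.9% final DMSO | also added = substrates ATP, L-methionine and bulk Escherichia coli tRNA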
Scp1 inh – Scp-1 phosphatase inhibitors, primary screen, biochemical, colorimetric, uHTS. Recombinant Scp1, phosphopeptide, malachite green phosphate absorbance. inhibition, % at 20 µM. 340,000 tested, 0.88% active;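 active means inhibition above about 50% at 20 µM, limit read from the data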;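 further: plate controls were DMSO wells with enzyme for no effect and wells lacking enzyme for full effect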
Target sequence (Q9GZU7 76-261 limits assumed): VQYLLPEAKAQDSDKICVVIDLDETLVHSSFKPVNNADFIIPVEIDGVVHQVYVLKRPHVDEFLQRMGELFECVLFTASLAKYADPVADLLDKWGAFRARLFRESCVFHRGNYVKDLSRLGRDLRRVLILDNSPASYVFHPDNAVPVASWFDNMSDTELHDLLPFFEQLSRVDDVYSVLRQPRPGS
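Test system: SCP-1 phosphatase catalytic domain, residues 76-261; measured by: colorimetric phosphate reagent with accelerator and stabiliser, absorbance at 630 nm; timing: enzyme reaction 45 min at room temperature, colour 5 min, stabilisation 30 min; also added: Phosphorylated 17-residue peptide substrate; compound dosing: one concentration, 20 µM, with 1.0% DMSO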
NadD block – inhibitors of S. aureus NadD, primary screen, biochemical, colorimetric, uHTS; Nicotinate-nucleotide adenylyltransferase NadD (Staphylococcus aureus N315); purified NadD enzyme, colorimetric absorbance read-out; inhibition, % at 20 µM; 360,000 tested, 0.78% active; in the data active means inhibition above about 26%; further: some compounds past the cut are filed as inactive
STEP block – STEP phosphatase inhibitors, primary screen, biochemical, fluorescence intensity, uHTS; 360,000 tested, 0.25% active; inhibition, % at 20 µM; recombinant STEP, OMFP fluorogenic substrate; Tyrosine-protein phosphatase non-receptor type 5 (Homo sapiens), P54829;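 active means inhibition at 20 µM, scaled per plate between control wells, above about 37%, limit read from the data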;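 further: 0% = DMSO with enzyme and substrate and 100% = substrate only without enzyme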
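Assay system: isolated STEP enzyme / Timing: 20 min at room temperature, dark / Doses: 20 µM, 1% DMSO / Technique: fluorescence intensity, excitation 480 nm, emission 540 nm / Reagent: fluorogenic phosphatase substrate OMFP at 25 µM final / Measure: percent inhibition scaled to no-enzyme and uninhibited-enzyme controls, plate-pattern corrected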
CSN inh – inhibitors of CSN-mediated cullin deneddylation, primary screen, biochemical, fluorescence polarization, uHTS. COP9 signalosome complex subunit 5 (Homo sapiens), Q92905. Purified CSN, SCF-Nedd8-OG deneddylation. inhibition, % at 12.5 µM. 360,000 tested, 0.38% active. AID 651999, 2013;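 active means pattern-corrected inhibition above about 35%, with an unprinted fluorescence ratio check between 0.5 and 1.5, limit read from the data, passing the limit was not always enough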;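 further: 0% = enzyme with substrate and 100% = substrate without enzyme; some results filed as inactive read as strong as hits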
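Test system: Human Csn5 produced in HEK293T cells | Compound: 12.5 µM single point | Times: 90 min, room temperature | Signal: Fluorescence polarization readout | Read-out basis: % inhibition of substrate cleavage by Csn5 | Controls: no-enzyme wells high, enzyme-with-substrate wells low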
SUMO1-SIM PPI – modulators of SUMO1 protein-protein interactions, primary screen, biochemical, uHTS; inhibition, % at 20 µM; AID 602429, 2012; SUMO1 binding to a labelled peptide, TR-FRET, 1 h; 360,000 tested, 0.33% active; in the data active means inhibition above about 37%
Target sequence (P63165 whole entry, looked up): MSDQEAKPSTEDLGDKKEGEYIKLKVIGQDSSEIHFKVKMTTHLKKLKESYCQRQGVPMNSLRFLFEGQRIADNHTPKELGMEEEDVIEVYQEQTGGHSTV
MsrA inh – bovine MsrA enzyme inhibitors, primary screen, biochemical, absorbance, HTS | Methionine sulfoxide reductase A (Bos taurus) | purified bovine MsrA, absorbance read-out | inhibition, % at 15.5 µM | 360,000 tested, 0.75% active | AID 651718, 2012; in the data active means inhibition above about 4.5%;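 further: 0% = vehicle wells with enzyme and 100% = reference inhibitor wells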
Numbers without * were called inactive; i = inactive; / = no result given.

SMILES	Rpn11 block	LMPTP block	DNMT1 inh	TbMetRS inhib	Scp1 inh	NadD block	STEP block	CSN inh	SUMO1-SIM PPI	MsrA inh
COc1ccc(NC(=O)c2cccc(N3C(=O)C4C5C=CC(C6CC56)C4C3=O)c2)cc1 (configuration not stated)	i	0.1	1	-0.4	-10	-10	0	-1	7	0.5
O=c1[nH]c2ccccc2n1CCCSCCCn1c(=O)[nH]c2ccccc21	i	0.7	7	0.0	-7	-3	-5	-4	0	0.0
O=C(c1cccc(OC2CCN(Cc3cc(F)cc(F)c3)CC2)c1)N1CCCC1	i	0.1	2	-1.1	15	-4	-3	0	7	1.9
O=C(Nc1ccccc1Cc1ccccc1)c1ccccc1F	i	1.3	6	-0.6	-6	-1	2	0	-1	0.6
O=c1[nH]c(C2CCN(S(=O)(=O)Cc3ccccc3)CC2)nc2c1nnn2Cc1ccccc1	i	0.7	2	-0.7	2	0	-1	-3	3	-0.7
NNc1nc2c(Cl)cccc2s1	i	0.1	11	-2.1	6	0	-2	5	1	-0.6
Cc1cc(F)ccc1S(=O)(=O)Nc1ccccc1C(=O)Nc1ccccc1N1CCOCC1	i	0.6	-1	-0.5	0	3	-9	0	2	-0.5
CC(=O)c1ccc(NC(=O)Nc2sc(NS(=O)(=O)c3ccccc3)nc2C)cc1	i	0.1	4	0.4	-7	-1	3	-8	18	0.9
CC(=O)Nc1nc(-c2ccc(-c3ccccc3)cc2)cs1	i	-0.2	2	-0.3	/	-2	-3	5	29	-0.3
Cc1nc2nc(C)c(CCC(=O)NC3CCCCC3)c(C)n2n1	i	-0.8	3	-0.3	-4	1	3	0	5	0.6
COCCn1nnnc1C1(N(Cc2cc3cc(C)ccc3[nH]c2=O)CC2CCCO2)CCN(C)CC1 (configuration not stated)	i	7.4	-3	0.6	-7	0	1	4	-2	-0.2
Cc1cc(C)n(CCO)c(=O)n1	i	-1.1	-1	-0.1	-8	-3	12	-8	5	0.1
O=C(CCC(=O)N1CCOc2ccccc21)Nc1cc(F)ccc1F	i	-0.7	0	-1.1	-12	-7	-1	-3	2	-1.4
O=C(Cn1[nH]c(=O)c2ccccc2c1=O)NNC(=O)c1ccccc1	i	-0.9	-2	0.4	3	2	1	-3	-2	0.6
CNC(=O)c1[nH]nc2c1CCc1ccccc1-2	i	-0.8	-3	0.1	-3	-5	-2	0	1	1.0
COc1ccc(C(=O)CSc2nnc(-c3cc(C)on3)o2)cc1	i	-0.2	11	0.0	5	3	-3	-3	2	0.3
Cn1cc([C@@H]2C[C@H]3CN(C4CCCC4)C(=O)[C@]34CCCN24)c(-c2ccccc2)n1	i	0.4	-1	0.5	-5	-2	1	-7	2	-0.1
COc1cccc2c(=O)n(CC(=O)N3CCC(C)CC3)ccc12	i	-1.2	2	-0.7	-1	-1	0	-6	7	0.5
CCN(CC)C(=O)c1cn(CCC#N)nc1-c1ccc2ccccc2c1	i	-3.7	-4	-0.1	-14	3	0	1	-10	0.5
CC(C)Sc1ncnc2[nH]ncc12	i	-1.4	4	-0.5	4	4	-1	-3	-5	0.0
O=C(O)CCCCn1c(SCc2ccccc2Cl)nc2ccsc2c1=O	i	-0.2	-7	-0.5	-3	7	-1	-6	1	0.7
Cc1ccc(-c2noc(C3CCCN(C(=O)c4cccc(Cl)c4)C3)n2)o1 (configuration not stated)	i	0.4	-3	-0.9	-1	-5	0	6	-2	-1.3
Cc1ccc(NCc2nnc(SCC(=O)c3ccc4c(c3)OCCO4)o2)c(C)c1	i	0.1	5	-0.1	-2	-1	4	3	5	-0.6
C=CCN(c1ccccc1OC)S(=O)(=O)c1cccc(C(=O)OCC(=O)c2c[nH]c3ccccc23)c1	i	5.1	-15	0.6	-10	-3	-3	-1	0	0.6
O=C(CCS(=O)(=O)c1ccccc1)Nc1nc2cc3c(cc2s1)OCO3	i	-1.2	0	-0.7	-4	-11	0	0	4	2.0

In the list so far, these have a Cl atom:
SMILES	Rpn11 block	LMPTP block	DNMT1 inh	TbMetRS inhib	Scp1 inh	NadD block	STEP block	CSN inh	SUMO1-SIM PPI	MsrA inh
NNc1nc2c(Cl)cccc2s1	i	0.1	11	-2.1	6	0	-2	5	1	-0.6
O=C(O)CCCCn1c(SCc2ccccc2Cl)nc2ccsc2c1=O	i	-0.2	-7	-0.5	-3	7	-1	-6	1	0.7
Cc1ccc(-c2noc(C3CCCN(C(=O)c4cccc(Cl)c4)C3)n2)o1 (configuration not stated)	i	0.4	-3	-0.9	-1	-5	0	6	-2	-1.3

The list goes on:
SMILES	Rpn11 block	LMPTP block	DNMT1 inh	TbMetRS inhib	Scp1 inh	NadD block	STEP block	CSN inh	SUMO1-SIM PPI	MsrA inh
COc1cc2c(cc1OC)CN(C(=O)C(C)(C)C)CC2	i	-0.3	-5	-0.3	-2	-1	0	3	2	-1.4
COc1cc(/C=N/N2CCN(c3ccccc3OC)CC2)ccc1OC(C)=O	i	0.3	1	-0.2	-6	0	3	-1	4	-0.1
CC[C@@H](C)[C@H](NC(=O)OC(C)(C)C)c1nnc(S(=O)(=O)Cc2cc(C)ccc2C)o1	i	1.8	5	-0.1	-12	-9	4	-5	-1	0.3
CCCNC(=O)c1ccc(SC)cc1OC	i	0.4	-2	-0.6	-6	-6	0	-1	0	-0.1
COc1ccc[nH]c1=O	i	0.4	-3	-0.1	2	2	-1	2	-3	1.3
CCOc1cc(C2C(C#N)=C(N)Oc3n[nH]c(-c4ccncc4)c32)cc([N+](=O)[O-])c1O (configuration not stated)	i	-15	0	-0.6	1	-4	2	-18	-12	3.1
CN(C)CCN1C(=O)C(O)=C(C(=O)c2cc3ccccc3o2)C1c1cccc(Br)c1 (configuration not stated)	i	-2.1	0	0.0	-5	9	0	3	-4	0.1
CCCC(=O)N(CCN1CCOCC1)c1nc2c(OC)ccc(OC)c2s1	i	-0.3	14	-1.1	-6	-2	-1	-3	1	-1.0
CC12CCC=CC1=C(C=O)C1C2CCC2(C)C(O)CCC12 (configuration not stated)	i	-0.9	3	-0.4	3	0	0	8	-14	3.0
CC(C)c1ccc(S(=O)(=O)N2CCN(CCC(=O)Nc3ccc(N(C)C)cc3)CC2)cc1	i	-0.4	-10	-0.9	-2	-1	6	-1	4	1.4
CCc1ccc(NC(=O)CNCc2ccc(OC)c(OC)c2)cc1	i	-1.0	0	-0.6	-16	-4	0	-6	4	-0.6
Cc1cccc(-n2ccnc2SCC(=O)O)c1C	i	-2.3	-4	-0.7	-1	-2	0	-2	0	0.8
O=C(COc1ccccc1)OCc1cc(-c2ccco2)on1	i	1.7	-2	-0.3	6	-8	0	0	2	-0.1
COC(=O)CC(NC(=O)c1ccc(C)cc1)c1ccc2c(c1)OCO2 (configuration not stated)	i	-0.3	5	-0.7	3	-1	-2	3	0	0.7
CCOC(=O)C(Cc1c[nH]c2ccccc12)NC(=O)CNC(C)=O (configuration not stated)	i	-0.8	-2	0.1	3	-2	7	0	1	1.4
CC(C)CC(=O)Nc1ccc(Cc2ccncc2)cc1	i	-2.4	0	-0.1	-5	-3	-1	1	3	-0.8
O=C(c1ccc(Br)cc1)N1CCCC1	i	-0.2	3	-0.9	1	0	-1	8	-2	0.2
CCCCCC(=O)Nc1cc(S(=O)(=O)N2CCOCC2)ccc1N1CCCC1	i	0.1	-1	0.1	-5	-2	1	1	8	0.3
CCOC(=O)CC1C(C(=O)OCC)ON2OC(C(=O)OC)C(C(=O)OCC)C12 (configuration not stated)	i	0.5	-1	-1.2	-3	-2	-2	-1	-2	0.4
COC(=O)[C@H](Cc1ccccc1)NC(=O)N(C)Cc1ccccc1	i	-1.6	-1	-0.3	4	-1	0	0	1	1.5
N#Cc1ccc(CN2CCN(C(=O)c3cc(C4CC4)nn3-c3ccccc3)CC2)cc1	i	0.6	-1	-0.5	-8	7	1	-4	1	0.0
COc1cc(NC(=O)CN2CCN(c3ccccc3O)CC2)c(C)cc1[N+](=O)[O-]	i	1.1	-4	-0.1	-7	-2	-2	-4	-8	0.3
O=C(Nc1ccc(S(=O)(=O)N2CCCC2)cc1)C1CC(=O)N(c2ccccc2)C1 (configuration not stated)	i	-0.6	-2	-0.6	-5	4	1	0	1	0.0
CC(=O)Nc1ccc(CN2C(=O)C(C)(C)ON=C2c2ccc(NC(C)=O)cc2)cc1	i	-1.1	1	-0.3	/	4	1	3	-3	0.9
Cc1c(/C=N/NC(=O)c2sc3ccccc3c2Cl)cnn1C	i	-2.3	4	-0.9	0	1	-13	4	-5	1.1

Some of the entries so far, with bars between the fields.
SMILES | Rpn11 block | LMPTP block | DNMT1 inh | TbMetRS inhib | Scp1 inh | NadD block | STEP block | CSN inh | SUMO1-SIM PPI | MsrA inh
CN(C)CCN1C(=O)C(O)=C(C(=O)c2cc3ccccc3o2)C1c1cccc(Br)c1 (configuration not stated) | i | -2.1 | 0 | 0.0 | -5 | 9 | 0 | 3 | -4 | 0.1
CCCC(=O)N(CCN1CCOCC1)c1nc2c(OC)ccc(OC)c2s1 | i | -0.3 | 14 | -1.1 | -6 | -2 | -1 | -3 | 1 | -1.0
CC12CCC=CC1=C(C=O)C1C2CCC2(C)C(O)CCC12 (configuration not stated) | i | -0.9 | 3 | -0.4 | 3 | 0 | 0 | 8 | -14 | 3.0
CC(C)c1ccc(S(=O)(=O)N2CCN(CCC(=O)Nc3ccc(N(C)C)cc3)CC2)cc1 | i | -0.4 | -10 | -0.9 | -2 | -1 | 6 | -1 | 4 | 1.4
CCc1ccc(NC(=O)CNCc2ccc(OC)c(OC)c2)cc1 | i | -1.0 | 0 | -0.6 | -16 | -4 | 0 | -6 | 4 | -0.6
Cc1cccc(-n2ccnc2SCC(=O)O)c1C | i | -2.3 | -4 | -0.7 | -1 | -2 | 0 | -2 | 0 | 0.8

Screening data from PubChem.
